High-throughput results: PubChem, several laboratories
Bcl-xL primary: inhibitors of human Bcl-xL | actives 0.7% (n = 320,000) | Q07817 | GST-Bcl-xL / FITC-Bim BH3 peptide fluorescence polarization | inhibition, % at 10.9 µM;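 active = inhibition above the mean of all tested compounds plus 3 SD, cutoff set per campaign, cut at about 30% in these data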;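 note: 0% = DMSO wells and 100% = unlabeled Bim-BH3 peptide competitor; inhibitors lower millipolarization by displacing the labeled peptide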
Target sequence (Q07817 whole entry, looked up): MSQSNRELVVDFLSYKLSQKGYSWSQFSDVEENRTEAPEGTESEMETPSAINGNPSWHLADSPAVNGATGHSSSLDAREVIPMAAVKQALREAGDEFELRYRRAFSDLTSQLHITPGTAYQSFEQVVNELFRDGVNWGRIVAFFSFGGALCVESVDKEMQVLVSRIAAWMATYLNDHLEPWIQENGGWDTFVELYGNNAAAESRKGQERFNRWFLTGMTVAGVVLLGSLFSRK
AGP1 TOR yeast: yeast TOR pathway AGP1-GFP modulation; S. cerevisiae AGP1-GFP multiplex flow cytometry, 3 h; GFP as percent of DMSO wells; GFP response vs DMSO, % at 10 µM; actives 0.02% (n = 320,000);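 active = GFP response relative to DMSO above a set limit, near screen average plus 3 SD, cut at about 150% in these data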;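 note: median GFP channel fluorescence of the gated AGP1 strain per well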
GLD-1 RNA inh: GLD-1-TGE RNA interaction inhibition (C. elegans); Q17339; purified GLD-1 + fluorescein TGE RNA, fluorescence polarization; inhibition, % at 5.96 µM; actives 0.44% (n = 320,000);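 active = percent inhibition above a per-plate cutoff, the plate mean of test compounds plus 3 SD, cut at about 30% in these data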;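 note: 0% = DMSO wells with GLD-1 and probe and 100% = wells lacking GLD-1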
Target sequence (Q17339 whole entry, looked up): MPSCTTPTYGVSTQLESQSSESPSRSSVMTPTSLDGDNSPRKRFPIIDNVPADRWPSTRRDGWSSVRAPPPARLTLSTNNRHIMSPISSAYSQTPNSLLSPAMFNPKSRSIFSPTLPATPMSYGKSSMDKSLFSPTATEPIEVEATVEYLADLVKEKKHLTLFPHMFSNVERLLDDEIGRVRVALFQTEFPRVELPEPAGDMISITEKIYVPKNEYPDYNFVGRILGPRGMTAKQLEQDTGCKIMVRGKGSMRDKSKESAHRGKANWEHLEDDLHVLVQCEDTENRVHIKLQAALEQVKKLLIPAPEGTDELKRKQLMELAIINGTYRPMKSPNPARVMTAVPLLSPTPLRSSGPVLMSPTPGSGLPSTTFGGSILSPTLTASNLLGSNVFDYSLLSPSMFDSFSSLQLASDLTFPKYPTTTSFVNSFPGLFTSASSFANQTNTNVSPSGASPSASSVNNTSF
VLA-4 inh: inhibition in a human VLA-4 binding assay | VLA-4 expressing cells, ligand binding flow cytometry | AID 2557 | actives 0.2% (n = 330,000) | inhibition, % (about 7 µM as worked out from the volumes in the protocol) | P13612; in the data active = inhibition above about 50%
Fam108B counter: counter-screen for RBBP9 inhibitors: inhibitors of mouse Fam108B; actives 0.33% (n = 300,000); inhibition, % at 9.51 µM; recombinant Fam108B, FP-Rh probe fluorescence polarization;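 active = inhibition above the screen mean inhibition plus 3 SD, computed separately per campaign, cut at about 18% in these data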;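 note: inhibitors lower polarization as less probe binds the enzyme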
CIT2-GFP yeast: alters CIT2-GFP fluorescence in TOR pathway yeast screen | S. cerevisiae CIT2-GFP strain, flow cytometry, 3 h; 100 means same as DMSO wells | GFP response vs DMSO, % at 10 µM | actives 0.065% (n = 320,000) | AID 2029;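 active = GFP response relative to DMSO above a set limit, near the screen mean plus 3 SD, cut at about 150% in these data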;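 note: ratio of well median GFP fluorescence to mean of DMSO wells on the plate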
GRK2 inh: human GRK2 inhibition via aptamer displacement; AID 488847; inhibition of aptamer binding, % at 10 µM; bead flow cytometry, FAM-aptamer displacement from GRK2; P25098; actives 0.59% (n = 330,000);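 active = inhibition of aptamer binding above 40%, roughly 3 SD of noise, on plates passing a quality check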;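 note: median bead fluorescence of bound FAM aptamer so fluorescent compounds give negative values; no value below 0 was filed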
MEX-5 binding: C. elegans MEX-5 TCR-2 RNA binding activity; Q9XUB2; MEX-5/FITC-TCR2 RNA binding, fluorescence polarization; stronger effect = lower value; activity score (negative = inhibition of binding), % at 10 µM; actives 0.38% (n = 300,000);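 active = inhibition past about -25% in most replicates, and total fluorescence under double the plate's negative control median, limit read from the data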;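 note: 0% = DMSO and -100% = 5 µM competing unlabeled TCR2 RNA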
MCL1-BIM inh: disrupts human MCL1 binding to BIM-BH3 peptide; Q07820; GST-MCL1 / FITC-Bim-BH3 fluorescence polarization; inhibition, % at 10.9 µM; actives 0.68% (n = 320,000); AID 2057;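 active = inhibition above the mean inhibition of all tested compounds plus 3 SD, set per campaign, cut at about 40% in these data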;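 note: 0% = DMSO wells and 100% = unlabeled Bim-BH3 peptide control; higher means more loss of mP so more displacement of Bim peptide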
Target sequence (Q07820 whole entry, looked up): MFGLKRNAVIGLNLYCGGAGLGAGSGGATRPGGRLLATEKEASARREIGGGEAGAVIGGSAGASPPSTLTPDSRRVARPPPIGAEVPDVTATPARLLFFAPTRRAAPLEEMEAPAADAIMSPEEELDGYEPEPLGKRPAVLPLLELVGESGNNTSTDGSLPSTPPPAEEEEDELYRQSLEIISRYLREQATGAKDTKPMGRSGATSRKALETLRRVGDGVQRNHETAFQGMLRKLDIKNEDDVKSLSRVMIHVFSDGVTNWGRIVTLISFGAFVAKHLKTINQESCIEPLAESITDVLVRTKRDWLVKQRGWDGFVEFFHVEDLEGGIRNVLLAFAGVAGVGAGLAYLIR
* marks the source's active call; other numbers are inactive results; i = inactive; / = no result given.

The first five entries as a preview:
SMILES	Bcl-xL primary	AGP1 TOR yeast	GLD-1 RNA inh	VLA-4 inh	Fam108B counter	CIT2-GFP yeast	GRK2 inh	MEX-5 binding	MCL1-BIM inh
CCOC(=O)N1CCN(c2nc(C)cc(C(F)(F)F)n2)CC1	5	108	6	0	-1	111	4	/	3
CCOC(=O)C1(O)CC(C)=NN1C(=O)c1cccc(Cl)c1 (stereo unspecified)	-2	123	9	2	-1	82	0	0.2	-3
CC(=O)N1CCCc2cc(S(=O)(=O)CCC(=O)N3CCN(c4ccccc4)CC3)ccc21	5	100	2	16	3	88	18	1.9	5
CC(C)(C)OC(=O)NNC(=O)c1cccs1	0	97	0	2	2	99	2	0.6	-2
Cc1cccc(Nc2nc(-c3ccc(F)cc3)cs2)n1	3	97	-1	3	4	96	3	-0.1	-3

This part in full, from the start:
SMILES	Bcl-xL primary	AGP1 TOR yeast	GLD-1 RNA inh	VLA-4 inh	Fam108B counter	CIT2-GFP yeast	GRK2 inh	MEX-5 binding	MCL1-BIM inh
CCOC(=O)N1CCN(c2nc(C)cc(C(F)(F)F)n2)CC1	5	108	6	0	-1	111	4	/	3
CCOC(=O)C1(O)CC(C)=NN1C(=O)c1cccc(Cl)c1 (stereo unspecified)	-2	123	9	2	-1	82	0	0.2	-3
CC(=O)N1CCCc2cc(S(=O)(=O)CCC(=O)N3CCN(c4ccccc4)CC3)ccc21	5	100	2	16	3	88	18	1.9	5
CC(C)(C)OC(=O)NNC(=O)c1cccs1	0	97	0	2	2	99	2	0.6	-2
Cc1cccc(Nc2nc(-c3ccc(F)cc3)cs2)n1	3	97	-1	3	4	96	3	-0.1	-3
CC1CCN(C(=O)CCNS(=O)(=O)c2ccc3c(c2)c(=O)n(C)c(=O)n3C)CC1	4	101	2	9	5	100	0	-0.6	5
Cc1ccc(S(=O)(=O)NC(=O)N2CCN(Cc3c(F)cccc3Cl)CC2)cc1	5	100	-1	7	-5	98	1	-0.1	1
Cn1ccnc1SCC(=O)Nc1cc(C(F)(F)F)ccc1N1CCOCC1	12	109	-4	0	-1	96	2	-0.1	-2
CCN(Cc1cc2ccccc2[nH]c1=O)S(=O)(=O)c1ccc(OC)cc1	1	100	-1	9	0	95	5	0.1	2
CCOC(=O)c1c(-c2ccc(OC)cc2)nc2nonc2c1N	4	100	2	3	1	98	4	-1.8	9
O=C(NC1CC1)C1=C[C@@H](c2ccc(C(F)(F)F)cc2)C[C@@H](OCc2ccc(CO)cc2)O1	3	80	4	23	4	81	0	-1.1	4
CCCS(=O)(=O)N1CCC(Cc2ccc(OC)cc2)(C(=O)OCC)CC1	2	107	5	8	0	101	0	-1.6	2
O=C(Oc1ccc2c(=O)c(Oc3ccc4ccccc4c3)coc2c1)c1cccnc1	1	97	5	-3	-4	99	0	1.6	-2
Cc1ccc(OCCn2c(C)c(/C=N/n3cnnc3)c3ccccc32)cc1	2	99	7	-1	0	110	0	4.8	1
CC(Sc1nnc(-c2ccccc2F)n1C1CC1)C(=O)NC(N)=O (stereo unspecified)	0	105	2	-1	1	106	0	-0.6	1
O=C1Nc2ccc(Cl)cc2/C1=C/C1CC=CCC1 (stereo unspecified)	5	103	5	4	8	116	1	-3.3	9
Cc1ccc(NC(=O)[C@@H]2CCC(=O)N2C2OC(=O)c3ccccc32)cc1Cl (stereo partly specified)	2	105	2	-15	0	103	0	-1.6	2
CN1C(=O)N(C)C2CC1N(C)C(=O)N2C	1	105	1	6	4	103	0	0.1	2
O=c1nc(/C=C/c2cccn2-c2ccc([N+](=O)[O-])cc2)cc(C(F)(F)F)[nH]1	-44	102	-23	6	4	97	2	-1.1	-47
C=CCN1C(=O)C2(OCCCO2)c2cccc(Cl)c21	-3	126	-14	7	2	89	1	1.0	3
COc1ccccc1CN1CC(C(=O)N2CCOCC2)CCC1=O (stereo unspecified)	1	95	-2	16	5	89	4	-1.5	-3
COC(=O)/C(=C\c1ccc(O)cc1)c1nc2ccccc2[nH]1	8	94	0	-5	-5	97	0	3.5	-3
CCNC(=O)N1CCC(n2nccc2NC(=O)CCOc2ccccc2)CC1	6	101	3	16	2	101	2	2.2	3
O=C(NCCc1ccccc1)C1CCCN1S(=O)(=O)c1ccc(F)cc1 (stereo unspecified)	-2	103	-1	10	4	96	1	-2.4	2
CCC(=O)N1CCN(c2nc(CC)nc3sc4c(c23)CCCC4)CC1	3	95	16	8	4	99	2	-0.8	3

The listing continues:
SMILES	Bcl-xL primary	AGP1 TOR yeast	GLD-1 RNA inh	VLA-4 inh	Fam108B counter	CIT2-GFP yeast	GRK2 inh	MEX-5 binding	MCL1-BIM inh
COc1ccc(S(=O)(=O)N2CC(C(=O)O)Oc3ccc(Cl)cc32)cc1 (stereo unspecified)	4	103	2	7	-2	104	4	2.9	5
CN1/C(=C/C(=O)CSc2ccccc2C(=O)O)C(C)(C)c2ccccc21	13	99	-3	i	-11	103	4	2.9	14
O=C(O)c1ccc(-c2nnc(-c3ccccc3)o2)cc1	4	93	5	8	1	91	3	-2.6	10
Cc1ccc(CNc2cc(C(=O)O)ccc2C)s1	5	93	5	15	2	94	0	-2.5	6
CC(C)C(c1nnnn1Cc1ccccc1)N(CCCO)Cc1cc2cc3c(cc2[nH]c1=O)OCO3 (stereo unspecified)	29	92	19	10	2	99	1	-1.2	30
Cc1ccc(C(=O)Nc2cccc(C(O)c3ccccc3)c2)cc1 (stereo unspecified)	4	115	2	-3	-1	107	2	-0.8	-3
Cc1ccc(S(=O)(=O)c2nc(S(C)(=O)=O)sc2N2CCOCC2)cc1	3	99	2	8	1	101	5	-5.0	1
c1ccc(C2=NNC(=NCc3ccc4c(c3)OCO4)SC2)cc1	10	96	0	5	0	96	1	3.5	4
Cc1cc(C)n(CCC(=O)N/N=C/c2ccc(O)cc2)n1	-1	94	-1	-17	-2	87	0	-1.3	-1
CC(Nc1nc(-c2ccc(F)cc2)cs1)c1nc2cc(Cl)c(N3CCCCC3)cc2n1CCOCCO (stereo unspecified)	-1	93	0	-15	9	95	0	2.4	4
CCC(C)c1ccc(O)c(N)c1 (stereo unspecified)	10	108	5	-10	0	76	0	1.5	6
CCN1CCN(CCCNC(=O)CS(=O)(=O)Cc2nc(-c3ccccc3C)oc2C)CC1	6	98	1	-5	-1	105	0	0.6	13
COc1ccc(OC)c(C(c2nnnn2C(C)(C)C)N2CCc3ccccc3C2)c1 (stereo unspecified)	9	109	2	-3	-2	113	1	/	9
COc1ccccc1CC(=O)NNS(=O)(=O)c1ccc([N+](=O)[O-])cc1	6	79	0	0	21*	92	0	3.0	6
CCN(CC(=O)Nc1ccc(NC(C)=O)cc1)C(=O)CSCc1c(C)noc1C	-8	109	3	4	1	107	1	0.6	-21
CS(=O)(=O)Cc1ccc(C(=O)N2CCN(C(=O)c3cccs3)CC2)cc1	/	105	-3	-9	/	95	0	/	/
CC(Oc1ccc(F)cc1)C(O)CCN(C)C (stereo unspecified)	1	89	-7	-4	6	95	1	0.0	-1
O=c1ccc(Cc2ccc(Cl)cc2)n[nH]1	2	96	7	-11	-4	102	2	3.1	-1
Cc1noc(C)c1C(=O)Nc1nc2ccc(S(C)(=O)=O)cc2s1	4	92	1	3	1	87	0	-0.4	12
C/C(=C\C(=O)N1CCc2ccccc21)C(=O)O	7	95	6	1	1	94	2	-3.7	9
Cc1cc([N+](=O)[O-])nn1CC(=O)N(C)Cc1ccccc1	2	99	1	-4	-1	94	0	-4.5	4
Cc1ccc(NS(=O)(=O)c2cc(C(=O)OCC(=O)NCC3CCCO3)ccc2C)cc1 (stereo unspecified)	4	98	4	-3	7	100	1	0.3	1
Fc1ccc(N2CN(Cc3cccnc3)CNC2=S)cc1	10	95	1	24	0	94	0	/	10
O=C(NC(=S)Nc1cccnc1)c1ccccc1	2	88	2	10	8	93	1	1.4	0
CCOc1ccc(Cc2n[nH]c(=S)n2Cc2ccccc2)cc1	-19	95	1	1	-2	99	0	1.0	-8

(continued)
SMILES	Bcl-xL primary	AGP1 TOR yeast	GLD-1 RNA inh	VLA-4 inh	Fam108B counter	CIT2-GFP yeast	GRK2 inh	MEX-5 binding	MCL1-BIM inh
Cc1c(N2C(=O)CSC23C(=O)Nc2ccccc23)c(=O)n(-c2ccccc2)n1C (stereo unspecified)	4	105	10	0	-1	102	0	0.2	6
COc1ccc(NC(=S)N/N=C/c2cccn2Cc2ccccc2F)cc1	4	97	7	12	2	105	0	0.6	4
COc1ccc(CCNC(=O)CCNC(=O)c2ccc(Br)cc2)cc1OC	1	99	8	10	2	101	1	1.6	7
CCn1cc(C(=O)O)c(=O)c2cc(F)c(N3CCN(C(=S)NC(=O)c4ccccc4C)CC3)cc21	0	108	0	8	1	103	3	-1.6	1
CC(=O)Nc1ccccc1NC(=O)C(F)(F)F	-3	110	1	11	-1	113	3	-1.6	1
NC12CC3CC(C1)CC(O)(C3)C2	3	103	8	16	-1	94	0	1.2	1
CCn1cc(C(=O)NCC(OC)OC)c(=O)c2cc(S(=O)(=O)N3CCCC3)ccc21	2	95	7	-4	-3	94	0	0.1	0
Cc1ccc(OCc2ccc(C(=O)NCC3CCCO3)cc2)cc1C (stereo unspecified)	2	87	6	-13	/	81	0	/	4
COc1ccc(CNC(=O)CCn2cccc2)cc1	2	100	5	-1	2	110	0	1.4	15
O=S(=O)(c1ccc(Br)s1)N1CCN(c2ncccn2)CC1	-1	100	0	5	0	/	2	1.5	-2
CNC(=S)Nc1cccc(C(=O)OC)c1	3	111	6	0	0	106	0	0.8	0
CN(CC(O)CON=C1c2ccccc2-c2ccccc21)S(=O)(=O)c1ccc(Br)cc1 (stereo unspecified)	-2	98	-4	0	-33	98	0	1.9	3
Cc1ccc(S(=O)(=O)N(Cc2cc3cccc(C)c3[nH]c2=O)c2ccccc2)cc1	3	89	3	5	-3	99	0	1.4	2
CC(=O)c1cccc(S(=O)(=O)NCCC(=O)NC2CCCCCC2)c1	-5	98	1	23	/	98	3	/	-4
Cc1cc(/C=C2/SC(=O)N(CC(=O)N3CCCC3)C2=O)c(C)n1C	8	103	5	7	2	108	0	-6.8	7
C/C(=N/NS(=O)(=O)c1ccccc1)c1ccc(NC(=O)C(F)(F)F)cc1	1	97	4	5	-3	96	1	0.5	-2
CCCCN1C(=S)NC[C@@H]1Cc1cccc2ccccc12	-1	95	6	0	-1	86	0	-1.1	6
NC(=O)CN1CCOCCOCCN(CC(N)=O)CCOCC1	1	115	0	10	-1	113	1	-3.2	10
COC(=O)CCC(=O)Nc1nc(-c2ccccc2)cs1	-1	99	3	41	1	93	1	2.4	0
O=C(/C=C/c1ccc(Cl)cc1)Nc1ccc(N2CCCCC2)cc1	1	92	0	-2	0	95	0	-0.5	-5
COc1ccc(N(CC(=O)NCCSc2ccccn2)S(C)(=O)=O)cc1	-2	88	-5	4	-1	89	4	-0.1	0
O=C(COc1cccc2c1CCN(Cc1ccccc1)C2=O)N1CCCCC1	3	94	-1	3	-3	98	0	1.1	-6
CCOC(=O)C1=C(COC(=O)CCNS(=O)(=O)c2ccc(NC(C)=O)cc2)NC(=O)NC1C (stereo unspecified)	-2	88	3	5	0	88	0	0.9	0
CC(C)CN(CC(C)C)c1nc(N)c(C#N)c(CC#N)c1C#N	6	101	-2	2	3	100	0	2.8	-2
COc1ccccc1NC(=O)CCC(=O)OCC(=O)c1ccc(C)c([N+](=O)[O-])c1	0	97	2	-2	-5	97	5	-0.8	10
Cc1ccc(CNC(=O)CN(C(=O)C2(C)CC(=O)N=C3C=CC=CN32)c2cccc(C)c2C)cc1 (stereo unspecified)	1	104	-1	3	-1	99	0	-0.1	-7
